RGS7-Gao reg – RGS7-Galphao binding modulators, primary screen, biochemical, multiplexed bead flow cytometry. Guanine nucleotide-binding protein G(o) subunit alpha (Homo sapiens), P09471. actives lie on both sides. binding response (% of control), % at 10 µM. 220,000 compounds, 0.35% hits. AID 1439, 2008; in the data active = binding response below about 49% or above about 150%; inconclusive = no clear call, values can overlap the other calls; inactive = in between;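 also: fluorescent Galphao held in activated GDP-AlF4 state binding bead-coupled RGS7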
Target sequence (P09471 whole entry, looked up): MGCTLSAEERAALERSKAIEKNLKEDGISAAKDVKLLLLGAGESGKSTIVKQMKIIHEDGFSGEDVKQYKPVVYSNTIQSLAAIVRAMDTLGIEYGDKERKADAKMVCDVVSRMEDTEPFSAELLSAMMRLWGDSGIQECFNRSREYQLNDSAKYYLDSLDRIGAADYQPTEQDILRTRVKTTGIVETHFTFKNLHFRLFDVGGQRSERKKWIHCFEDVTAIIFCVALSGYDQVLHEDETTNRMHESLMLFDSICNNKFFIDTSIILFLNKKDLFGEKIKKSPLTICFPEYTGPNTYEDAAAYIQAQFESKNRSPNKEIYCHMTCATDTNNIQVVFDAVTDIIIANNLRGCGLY
Mcl-1 Bim block – inhibitors of Bim peptide binding to Mcl-1, primary screen, biochemical, bead-based flow cytometry, multiplex. Induced myeloid leukemia cell differentiation protein Mcl-1 (Homo sapiens), Q07820. Bim peptide-Mcl-1 binding. inhibition, % at 10 µM. 190,000 compounds, 0.1% hits. AID 1009, 2008;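 also: 0% = no compound tracer wells and 100% = peptide blocker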
RGS8-Gao – RGS8-Galphao binding modulators, primary screen, biochemical, multiplexed bead flow cytometry; Guanine nucleotide-binding protein G(o) subunit alpha (Homo sapiens), P09471; actives lie on both sides; response (percent of control binding), % at 10 µM; 220,000 compounds, 0.34% hits; in the data active = response below about 60% or above about 140%; inactive = in between;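 also: Galphao activated as the GDP aluminium fluoride complex binding bead-coupled RGS8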
Bim-Bfl-1 – inhibitors of Bim binding to Bfl-1, primary screen, biochemical, multiplexed, bead-based flow cytometry | Bim-Bfl-1 binding inhibition | AID 1008, 2008 | Bcl-2-related protein A1 (Homo sapiens), Q16548 | 190,000 compounds, 0.12% hits | inhibition, % at 10 µM;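 also: 0% = wells without compound plus tracer and 100% = blocker peptide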
Bcl-XL Bim block – inhibitors of Bim-Bcl-XL binding, primary screen, biochemical, multiplexed, bead flow cytometry, human Bcl-XL. AID 1007, 2008. inhibition, % at 10 µM. 190,000 compounds, 0.04% hits. Bcl-2-like protein 1 (Homo sapiens), Q07817. Bim peptide-Bcl-XL binding, fluorescence
Mcl1-Noxa inh – Mcl-1/Noxa binding inhibitors, primary screen, biochemical, TR-FRET, 1536-well | Induced myeloid leukemia cell differentiation protein Mcl-1 (Homo sapiens), Q07820 | TR-FRET Mcl-1/Noxa peptide binding, 2 h | inhibition, % at 21.7 µM | 220,000 compounds, 1.5% hits;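 active = compounds that cut the protein-peptide binding signal by more than 50% relative to plate controls in a single-dose test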;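 also: His-tagged Mcl-1 with rhodamine Noxa BH3 peptide and terbium anti-His antibody; 0% = Mcl-1 plus Noxa peptide wells and 100% = peptide-only wells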
Mcl1-Bid inh – Mcl-1/Bid binding inhibitors, primary screen, biochemical, TR-FRET, 1536-well; inhibition, % at 21.7 µM; 220,000 compounds, 0.97% hits; TR-FRET Mcl-1/Bid-Dy647 peptide binding; Induced myeloid leukemia cell differentiation protein Mcl-1 (Homo sapiens), Q07820; AID 1021, 2008;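 active = compounds that cut the binding signal by more than half at the single screening dose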;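 also: His-tagged Mcl-1 with europium anti-His antibody binding Bid BH3 peptide; 0% = Mcl-1 plus peptide wells and 100% = peptide-only wells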
Bcl-2 Bim block – inhibitors of Bim-Bcl-2 binding, primary screen, biochemical, multiplexed, human Bcl-2 family; Apoptosis regulator Bcl-2 (Homo sapiens), P10415; Bead-based flow cytometry, Bim peptide-Bcl-2 binding; inhibition, % at 10 µM; 190,000 compounds, 0.06% hits; AID 950, 2007; in the data active = inhibition above about 40%; inconclusive = no clear call, values can overlap the other calls;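 also: 0% = no compound wells with probe peptide and 100% = reference peptide inhibitor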
Target sequence (P10415 whole entry, looked up): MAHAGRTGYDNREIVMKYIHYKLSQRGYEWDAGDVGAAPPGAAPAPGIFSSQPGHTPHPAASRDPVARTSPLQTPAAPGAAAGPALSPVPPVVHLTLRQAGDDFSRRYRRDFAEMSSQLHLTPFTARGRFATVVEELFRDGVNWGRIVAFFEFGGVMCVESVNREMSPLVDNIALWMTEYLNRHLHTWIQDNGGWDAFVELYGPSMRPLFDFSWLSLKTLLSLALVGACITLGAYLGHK
Bcl-W Bim block – inhibitors of Bim binding to Bcl-W, primary screen, biochemical, multiplexed, bead-based flow cytometry; AID 952, 2007; Bcl-2-like protein 2 (Homo sapiens), Q92843; 190,000 compounds, 0.02% hits; inhibition, % at 10 µM; Bim peptide-Bcl-W binding;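 also: 0% = bound tracer without compound and 100% = peptide blocker; higher means less fluorescent Bim peptide bound to Bcl-W beads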
Target sequence (Q92843 whole entry, looked up): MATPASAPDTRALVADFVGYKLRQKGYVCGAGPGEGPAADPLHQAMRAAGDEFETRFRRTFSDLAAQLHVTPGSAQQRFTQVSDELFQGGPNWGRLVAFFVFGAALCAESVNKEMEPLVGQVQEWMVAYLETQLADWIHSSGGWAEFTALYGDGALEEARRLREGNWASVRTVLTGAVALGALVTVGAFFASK
Bcl-B Bim block – inhibitors of Bim-Bcl-B binding, primary screen, biochemical, multiplexed, human Bcl-2 family; Bcl-2-like protein 10 (Homo sapiens), Q9HD36; 190,000 compounds, 0.073% hits; inhibition, % at 10 µM; bead-based flow cytometry, Bim peptide-Bcl-B binding;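 also: 0% = tracer peptide without compound and 100% = reference inhibitor peptide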
Target sequence (Q9HD36 whole entry, looked up): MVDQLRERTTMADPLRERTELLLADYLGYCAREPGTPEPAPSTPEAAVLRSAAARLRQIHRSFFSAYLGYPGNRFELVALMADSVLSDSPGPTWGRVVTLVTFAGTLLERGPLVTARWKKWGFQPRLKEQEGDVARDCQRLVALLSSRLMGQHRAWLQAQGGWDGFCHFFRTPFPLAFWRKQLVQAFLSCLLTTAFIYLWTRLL
RGS4-Gao reg – modulators of RGS4 binding to Galphao, primary screen, biochemical, multiplexed bead flow cytometry. actives lie on both sides. AID 1415, 2008. binding response (% of control), % at 10 µM. Guanine nucleotide-binding protein G(o) subunit alpha (Homo sapiens), P09471. 220,000 compounds, 0.33% hits; in the data active = binding response below about 49% or above about 150%; inactive = in between;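 also: fluorescent Galphao activated with aluminum fluoride binding bead-coupled RGS4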
An asterisk follows results filed as active; ? = inconclusive; · = no result given. Rule as the data show it, unless noted: active = inhibition above about 40%.

SMILES	RGS7-Gao reg	Mcl-1 Bim block	RGS8-Gao	Bim-Bfl-1	Bcl-XL Bim block	Mcl1-Noxa inh	Mcl1-Bid inh	Bcl-2 Bim block	Bcl-W Bim block	Bcl-B Bim block	RGS4-Gao reg
Cc1c(CC(C)C)nc(N)c(C#N)c1-c1ccccc1	97	1	97	-10	-8	-5	7	-5	1	-4	97
O=C(/C(=C/c1ccccc1)c1ccccc1)N1CCCCC1	102	1	101	-9	-3	17	-23	-5	-2	-7	102
COCCn1c(C)cc(C(=O)COC(=O)c2ccc(Br)o2)c1C	96	0	99	-7	-4	7	-64	-3	-1	-2	96
CCOC(=O)c1ccccc1NC(=O)CN1C(=O)c2ccccc2S1(=O)=O	97	-3	101	-2	-2	9	2	3	-1	-3	97
CCCc1cc(C(=O)Nc2sc(C)c(C)c2C(=O)OCC)no1	102	-6	98	0	-9	1	15	-6	0	-19	96
O=C1/C(=C/c2ccc(Cl)cc2)NC(=S)N1Cc1cccnc1	102	1	100	0	-1	21	-26	-3	0	-3	102
COc1ccc2nc(SCC(=O)N3CCNC3=O)[nH]c2c1	103	1	101	-6	-2	17	-25	-9	1	-5	106
O=C(CSc1nnc(-c2cccnc2)n1Cc1ccco1)NCc1ccc2c(c1)OCO2	102	0	98	-1	-1	16	-10	3	-3	-1	106
O=C(Cn1nnc2ccccc21)OCC(=O)c1ccc(Cl)c(Cl)c1	100	2	108	0	2	12	-1	1	0	1	102
N=c1sccn1CC(=O)Nc1ccccc1Cc1ccccc1	97	-2	101	-11	-3	·	-16	-12	1	-10	100
Cn1nc(C(F)(F)F)c(C(=O)Nc2cccc(Cl)c2)c1Cl	100	0	101	-10	-4	-7	0	-3	0	-6	103
CN(Cc1cnn(C)c1)C(=O)c1ccc(OC2CCN(CCc3ccccc3)CC2)cc1	101	-2	101	-6	-1	17	-19	-2	-2	-7	99
Cc1cc(-c2nn(-c3ccccc3F)cc2CN(C)CC(O)CO)c(C)s1 (centres undefined)	110	-2	103	2	-4	4	-22	-3	2	1	101
Cn1c(N/N=C/c2cccs2)nc2c1c(=O)n(Cc1ccccc1)c(=O)n2C	104	13	104	0	20	16	-23	2	9	14	103
O=C(NNC1=C(C(=O)C(F)(F)F)CCC1)c1cccc(O)c1	106	-1	112	0	-8	-17	-52	0	-4	0	106
O=C(Nc1ccc(N2CCOCC2)cc1)c1ccc2c(c1)OCO2	110	0	108	-1	0	24	-65	2	3	1	109
COc1ccc(CC(=O)NC2CC(C)(C)NC(C)(C)C2)cc1	100	2	101	2	1	-3	-9	0	3	1	99
CC(NC(=O)c1cc2ccccc2o1)C(=O)O (centres undefined)	102	-1	101	0	0	9	13	2	-4	-2	102
Cc1ccc(NC(=O)c2ccccn2)cc1S(=O)(=O)N1CCOCC1	100	0	101	-4	0	14	-13	0	-1	0	103
CCN(C(=O)c1ccco1)c1nc(CC(=O)Nc2ccc(Cl)cc2)cs1	100	4	99	-10	-5	-3	-16	-7	2	-3	99
Cc1ccnc2nc(C(=O)N3CCN(c4ccc(F)cc4)CC3)nn12	97	-5	95	0	-10	1	-55	-1	0	0	97
O=C(c1cn2ccccc2n1)N1CCc2c([nH]c3ccccc23)C1c1ccccn1 (centres undefined)	93	2	100	-2	-2	9	-51	0	2	-1	97
COc1ccc(NC(=O)CCN2CCN(S(=O)(=O)c3ccc(Cl)cc3)CC2)cc1	98	-6	99	-15	-10	·	-26	-6	-3	-10	99
O=c1c(Cc2ccc(Cl)cc2)c(O)ccn1Cc1cccs1	92	-1	99	-3	-1	14	-18	-3	0	-1	100
CCn1c(/C=N/n2cnnc2)nc2ccccc21	102	-2	99	-21	-6	8	0	-8	-4	-7	99
Cc1nc2ccc(NC(=O)c3cncc(Br)c3)cc2s1	?	·	102	·	·	4	-68	·	·	·	100
CCOc1ccc(C(=O)NC(=S)Nc2ccc(N3CCOCC3)c(Cl)c2)cc1[N+](=O)[O-]	100	-3	101	2	-2	6	-29	2	-3	1	101
Cc1ccc(OC(=O)CCC(=O)NC(C)c2ccccc2)cc1 (centres undefined)	107	0	102	-2	-3	-2	-4	-1	-5	-8	106
N#CC1(c2c(O)nc3n(c2=O)CCCS3)CCCCC1	97	0	98	-10	4	6	-6	-6	-1	-6	96
O=C(CN(C(=O)CNC(=O)c1ccco1)c1ccc2c(c1)OCCO2)NC1CCCC1	103	3	100	1	3	9	-48	0	3	2	101
O=C(NCCOc1nc(N2CCCCC2)nc(N2CCOCC2)n1)Nc1ccccc1	96	-4	99	-11	-18	13	-22	-11	0	-6	97
CCOc1ccc(OCC)c(S(=O)(=O)NCc2cccnc2)c1	104	·	116	·	·	-7	-3	?	·	·	109
CCOCc1nnc(NC(=O)c2cccc(OC)c2)s1	96	-4	98	-2	-2	12	7	0	-3	-12	99
Cc1ccc(C)c(NS(=O)(=O)c2ccc(NC(=O)c3ccco3)cc2)c1	98	-4	100	-3	-7	-5	3	-6	-1	-6	101
CN(C)CC/C=C1/c2ccccc2COc2ccccc21	104	-1	102	1	-1	-7	6	-1	0	-2	104
NC(=O)c1ccccc1NC(=O)CN1CCOCC1	98	0	107	-4	-9	5	-23	-5	0	-8	99
COc1ccc2nc(N=Nc3ccc(N(C)C)cc3)sc2c1	101	3	99	-6	0	-2	-17	0	4	-2	98
CCS(=O)(=O)N1CCN(c2ccc([N+](=O)[O-])c(NC(C)c3ccccc3)c2)CC1 (centres undefined)	102	6	101	1	19	3	-2	4	2	1	102
C=CC[N+]1(CC#CCOC(c2ccccc2)c2ccccc2)CCOCC1	102	-4	101	-1	-2	-7	-13	-3	-4	-3	104
CC1CCN(S(=O)(=O)c2ccc(NC(=O)c3cccs3)cc2)CC1	96	0	101	-13	-2	9	-7	-5	2	-7	102
CCOC(=O)c1c(C)c(C(=O)Nc2ccc3c(c2)OCCO3)c(C)n1CC	98	-2	98	-12	-10	10	-6	-12	-4	-9	99
CC(C)CCNC(=O)C(Cc1ccccc1)NS(=O)(=O)c1ccc2c(c1)c(=O)n(C)c(=O)n2C (centres undefined)	93	-1	98	-12	-4	12	-11	-10	-1	-7	97
COC(=O)COc1cccc2c(=O)n(CC(=O)N3CCCCC3)ccc12	?	·	100	·	·	3	-9	·	·	·	101
NNC(=O)c1nc(-c2ccccc2)n2c1CCCCC2	102	-3	99	-16	-5	2	-39	-11	-3	-3	98
CC(=O)Nc1ccc(NC(=O)C2CCN(S(=O)(=O)c3cccc4nonc34)CC2)cc1	86	0	95	-2	-2	5	-22	0	-1	1	88

2 records picked at random from the list so far, as already listed:
SMILES	RGS7-Gao reg	Mcl-1 Bim block	RGS8-Gao	Bim-Bfl-1	Bcl-XL Bim block	Mcl1-Noxa inh	Mcl1-Bid inh	Bcl-2 Bim block	Bcl-W Bim block	Bcl-B Bim block	RGS4-Gao reg
CN(Cc1cnn(C)c1)C(=O)c1ccc(OC2CCN(CCc3ccccc3)CC2)cc1	101	-2	101	-6	-1	17	-19	-2	-2	-7	99
N#CC1(c2c(O)nc3n(c2=O)CCCS3)CCCCC1	97	0	98	-10	4	6	-6	-6	-1	-6	96

Additional structures follow.
SMILES	RGS7-Gao reg	Mcl-1 Bim block	RGS8-Gao	Bim-Bfl-1	Bcl-XL Bim block	Mcl1-Noxa inh	Mcl1-Bid inh	Bcl-2 Bim block	Bcl-W Bim block	Bcl-B Bim block	RGS4-Gao reg
N[C@@H](Cc1cc(I)c(O)c(I)c1)C(=O)O	103	-2	102	-1	-5	2	-6	1	0	-6	102
O=C(COC(=O)c1ccc(O)cc1)Nc1ccc(Cl)cc1	?	-4	102	5	1	26	-12	1	1	2	104
O=C(CCS(=O)(=O)c1ccccc1)Nc1ccc(-c2nc3ccccc3s2)c(O)c1	102	-3	105	0	-2	22	-10	2	-3	-8	102
CCc1cc2c(NCC3CCCO3)nc(C)nc2s1 (centres undefined)	97	13	100	16	11	49	23	17	16	20	97
Cc1ccc(NC(=S)NCc2ccc3c(c2)OCO3)c(C)c1	98	-6	100	-2	-3	19	-30	-3	-3	-2	100
O=C(CCC(NC(=O)OCc1ccccc1)C(=O)OCC(=O)N1CCCCC1)OCC(=O)N1CCCCC1 (centres undefined)	94	3	91	-5	0	-6	-7	-1	0	-5	94
Cc1cccc(C)c1Nc1c(-c2ccccn2)nc2ccccn12	106	-28	106	6	-18	-39	-54	-3	-11	-7	102
CCOC(=O)N1CCN(C(=O)c2cc(-c3ccc(OCC)cc3)nc3ccccc23)CC1	102	0	103	0	-1	5	-5	-2	0	-1	102
Cc1ccc(S(=O)(=O)NNC(=O)CC#N)cc1	?	·	106	·	·	5	-50	·	·	·	122
CC(C)NC(=S)Nc1ccc(S(=O)(=O)Nc2ncccn2)cc1	101	-1	99	0	-3	3	-10	3	0	-2	100
CCOc1ccc(OCCOCCNCCOC)cc1	103	-3	107	-1	-2	28	31	0	-2	-5	101
COc1ccc(-c2nc(CN(C)C(C)c3ccon3)c(C)o2)c(C)c1C (centres undefined)	102	-2	101	-6	-2	10	-29	-4	0	-6	99
O=C(Nc1cc(C(F)(F)F)ccc1N1CCOCC1)c1ccccc1F	96	-2	100	-2	-4	0	-20	-4	-4	0	99
O=C(COC(=O)c1ccco1)Nc1nc2ccccc2s1	90	1	97	0	-1	10	3	1	0	0	87
C=CCOc1ccccc1/C=N/O	104	1	103	-10	-5	9	-13	-10	-1	-6	107
COCCNC(=S)N/N=C(\C)c1ccccc1O	100	0	101	-2	-3	9	-104	-6	-1	-3	100
Cc1nc2ccc(NC(=O)N(C)c3ccccc3)cc2s1	102	-22	102	-1	-11	5	-17	-1	-6	-13	101
COc1ccc([N+](=O)[O-])cc1NC(=O)CSc1nncn1-c1ccccc1	98	-4	98	-12	-9	11	0	-6	-5	-4	100
CCCCOC(=O)CSc1n[nH]c(=O)[nH]c1=O	103	-3	101	-6	-8	11	1	-8	-2	-6	105
CC(C)CCSc1nc(N)c(C#N)cc1C#N	105	16	100	6	0	-33	-33	0	0	-1	105
O=C(Cc1coc2ccc3ccccc3c12)NCc1ccccc1	97	0	101	-9	-4	-8	-16	-5	2	-6	100
CN(C)c1ccc(C=NCC2COc3ccccc3O2)cc1 (centres undefined)	104	-2	108	-11	-3	-3	-37	-7	-4	-4	108
COC(=O)CC(NS(=O)(=O)c1cccs1)c1cccc2ccccc12 (centres undefined)	103	-3	102	-12	6	3	-21	-11	0	-11	102

Source: PubChem BioAssay (several laboratories)
